# High-throughput results from PubChem.
# Lipid storage S3 – qHTS Assay for Lipid Storage Modulators in Drosophila S3 Cells. Drosophila S3 cells, BODIPY lipid droplet fluorescence, 18-24 h; cells fed with added oleic acid. Potency in µM for hits, for the others lipid storage change, negative = inhibition, % at the top dose, mostly 46.1 µM. hit rate 0.64% among 320,000; active means well fitted inhibition curve with a large enough effect in the signal ratio, with a control signal flat, not every such curve was filed as active; inconclusive means small, poorly fitted or top-dose-only effect, or effect the other way, or a change in a side signal; the % refers to the signal ratio
#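 Drosophila S3 cells got compounds at several concentrations plus oleic acid (400 uM solution). Laser-scanning cytometry with 488 nm excitation read lipid droplets at 500-530 nm and cells at 575-640 nm. Percent activity was relative to 20 uM Triacsin C.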
# Lipid storage S3 cell count max – recorded beside Lipid storage S3, whose call it bears; cell number change, %; measured here: cell count max response;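 cells counted by Cell Tracker Red CMTPX staining in the red channel; peak over a dose series mostly up to 46.1 µM; percent activity relative to internal control wells on each plate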
# * hit, by the source's call; i = inactive; ? = inconclusive; . = not tested or not shown; [ ] = dose if it differs, or a comment. On the % scale 0 is the no-effect control and ±100 the full control effect; potency means the concentration at half of the fitted maximal effect.
molecule | Lipid storage S3 | Lipid storage S3 cell count max
COc1cc(OC)nc(Oc2ccccc2C(=O)Oc2ccc(C)cc2)n1 | 8.7% | -12.1
Cc1ccc(NC(=O)c2cc3c(s2)CCCC3)cc1S(=O)(=O)Nc1ccccc1Cl | ? | .
O=C(CCc1nnc(-c2ccccc2)o1)NCc1cc(F)ccc1F | ? | .
CC1CC(=O)C(C2c3ccccc3CCN2C(=O)CCl)C(=O)C1 (configuration not stated) | ? | .
NC1=C(c2ccc([N+](=O)[O-])cc2)C(=O)CO1 | ? | .
O=C(Cc1c(F)cccc1Cl)NCC1CCCO1 (configuration not stated) | ? | .
CN1CCN(C(=O)c2cc3c(ccc4ccccc43)oc2=O)CC1 | ? | .
CC(=O)c1ccc(NC(=O)CSc2ccc3nnc(-c4cccnc4)n3n2)cc1 | 3.2% | 1.0
N#Cc1c(N)nc2c(c1-c1ccc3c(c1)OCO3)CCc1ccccc1-2 | ? | .
CC(C)(C)c1ccc(C(=O)Nc2ccc(Oc3cccnc3)nc2)cc1 | ? | .

# The closing four compounds of the section above lead into the next.
molecule | Lipid storage S3 | Lipid storage S3 cell count max
CN1CCN(C(=O)c2cc3c(ccc4ccccc43)oc2=O)CC1 | ? | .
CC(=O)c1ccc(NC(=O)CSc2ccc3nnc(-c4cccnc4)n3n2)cc1 | 3.2% | 1.0
N#Cc1c(N)nc2c(c1-c1ccc3c(c1)OCO3)CCc1ccccc1-2 | ? | .
CC(C)(C)c1ccc(C(=O)Nc2ccc(Oc3cccnc3)nc2)cc1 | ? | .
O=S(=O)(c1ccccc1)N(CC1CO1)c1ccccc1 (configuration not stated) | ? | .
COc1ccc(N2CCN(c3nc(Nc4ccc(C)c(F)c4)nc(N4CCCC4)n3)CC2)cc1 | -4.8% | 3.9
Cn1cc([N+](=O)[O-])c(C(=O)Nc2nc(-c3ccc(Cl)cc3)cs2)n1 | ? | .
CN1CCCN(S(=O)(=O)c2ccccc2)CC1 | ? | .
Cc1oc(C(C)(C)C)cc1C(=O)Nc1ccc(N2CCOCC2)cc1 | 0.5% | 0.6
COCCn1c(SCC#N)nnc1-c1ccc([N+](=O)[O-])cc1 | -0.6% | 8.4
Cc1onc(-c2ccccc2)c1C(=O)NCc1ccco1 | 13.5% | 0.5
COc1cc(-c2nc3cnccn3c2Nc2c(C)cccc2C)ccc1O | ? | .
COc1ccc(NC(=O)CCN2C(=O)c3ccccc3C2=O)cc1 | i | 11.3
O[C@@H]1[C@@H](O)C=C2CCN3Cc4cc5c(cc4[C@H]1C23)OCO5 (some centres not stated) | ? | .

# Whole records, looked up by structure.
# Cc1oc(C(C)(C)C)cc1C(=O)Nc1ccc(N2CCOCC2)cc1 reads Lipid storage S3 = 0.5%; Lipid storage S3 cell count max = 0.6
# COCCn1c(SCC#N)nnc1-c1ccc([N+](=O)[O-])cc1 reads Lipid storage S3 = -0.6%; Lipid storage S3 cell count max = 8.4

# Additional structures follow.
molecule | Lipid storage S3 | Lipid storage S3 cell count max
Cc1cccc(NC(=O)c2cc(S(=O)(=O)c3ccccc3)ccc2Cl)c1 | ? | .
O=[N+]([O-])c1ccccc1S(=O)(=O)N1CCCC(C(F)(F)F)C1 (configuration not stated) | i | -3.0
COc1ccccc1NC(=O)COC(=O)Cc1c[nH]c2ccccc12 | 16.8% | .
O=C(Nc1ccccc1N1CCCCC1)c1ccc(F)cc1 | ? | .
COc1ccc(NC(=O)COc2cccc3c2OC(C)(C)C3)c(OC)c1 | ? | .
CC(C)C(=O)Nc1nnn(C)n1 | -3.5% | -1.9
CCOC(=O)N1CCN(C(=O)COc2cccc3c2CCN(Cc2ccc(F)cc2)C3=O)CC1 | ? | .
Cc1ccc(S(=O)(=O)N2CCOCC2)cc1NC(=O)COC(=O)CNC(=O)c1ccccc1 | 0.3% | 5.4
CC(C)CN(CC(C)C)C(=O)CN1C(=O)NC2(CCc3ccccc3C2)C1=O (configuration not stated) | ? | .
COc1cc(/C=N/NC(=O)CN2CCOCC2)ccc1OCc1ccccc1 | ? | .
CCc1ccc(OCC2c3cc(OC)c(OC)cc3CCN2C(C)=O)cc1 (configuration not stated) | ? | .
Cc1ccc(N2CC(NS(=O)(=O)c3cccnc3)CC2=O)cc1C (configuration not stated) | ? | .
Cc1ccc2nc(N3CCC(C(=O)NC4CCCCC4)CC3)sc2c1 | ? | .
COc1ccc2c(c1)CC[C@@H]1[C@@H]2CC[C@]2(C)C(=O)CC[C@@H]12 | ? | .
CC(=O)c1ccc(Oc2cc(C(F)(F)F)cnc2C(N)=O)cc1 | 6.2% | 26.2
Fc1cccc(-c2cc3nc4c(c(N5CCOCC5)n3n2)CCCC4)c1 | ? | .
CCOc1ccc(-c2nc(CCl)cs2)cc1 | -19.6% | -7.4
CC(C)C1=C2CCCCC2NC(=O)N1 (configuration not stated) | i | 1.6
COc1ccccc1P(=O)(Cc1ccccc1)c1ccccc1 (configuration not stated) | 13.5% | 2.6
COc1ccc(C(CNC(=O)CSc2ccccc2C)N(C)C)cc1 (configuration not stated) | ? | .
COc1ccc(CC(=O)NNC(=O)c2cc(C)[nH]n2)cc1 | ? | .
CN1CCN(c2ccc(S(=O)(=O)N3CCCCC3)cn2)CC1 | ? | .
O=C(CN1C(=O)CCSc2ccccc21)Nc1ccccc1 | 0.1% | -6.3
N/C(=N\O)c1ccccc1-n1cccc1 | 13.3% | 13.7
CCCc1cc(=O)n2[nH]c(C)nc2n1 | ? | .
COC(=O)c1c(-c2ccc(OC)cc2)sc2cc3c(cc12)OCO3 | ? | .
CCCCc1n(CC(=O)c2ccc(Cl)cc2)c2ccccc2[n+]1C | ? | .
Oc1ccc(C23CC4CC(CC(C4)C2)C3)cc1O | ? | .
O=C(NC1CCN(Cc2ccccc2)CC1)c1ccc(Cn2c(=S)[nH]c3ccc(N4CCOCC4)cc3c2=O)cc1 | ? | .
COCCn1c(-c2ccsc2)nc2c1c(=O)[nH]c(=O)n2CC(C)C | ? | .
COc1ccc(CCNC(=O)CNC(=O)c2nn(-c3ccc(OC)c(OC)c3)c(=O)c3ccccc23)cc1OC | i | -27.0
CCCCNCCCOc1cccc(Cl)c1 | ? | .
O=C(CSCSCC(=O)NCC1CCCO1)NCC1CCCO1 (configuration not stated) | ? | .
O=C(C1CC(c2ccc(F)cc2)=NO1)N1CCCc2ccccc21 (configuration not stated) | i | .
CC(C)CC(NC(=O)C1CCC(C)CC1)C(=O)NCc1ccco1 (configuration not stated) | -3.0% | 12.4
CC(=O)c1nnn(-c2ccc(Cl)cc2C#N)c1C | 10.3% | -7.0
COc1cc(Br)c(C(C)NC(=O)c2ccccc2)cc1OC (configuration not stated) | ? | .
COc1ccc(-n2c(Cn3nnc4ccccc43)n[nH]c2=S)cc1 | -0.6% | 18.5
CC(=O)OCC1=C(C(=O)O)N2C(=O)[C@@H](NC(=O)Cc3cccs3)[C@H]2SC1 | -1.7% | 15.1
O=C(CCc1nc2ccccc2c(=O)[nH]1)N1CCN(S(=O)(=O)c2cccc([N+](=O)[O-])c2)CC1 | i | 22.4
COc1cccc(C(CC(=O)NCCN2CCOCC2)NS(=O)(=O)c2ccc(C)cc2)c1OC (configuration not stated) | 9.8% | 3.4
CC(C)NC(=O)NC(=O)COC(=O)c1ccccc1Oc1ccccc1 | i | .
Cc1nn(Cc2c(F)c(F)c(F)c(F)c2F)c(C)c1NC(=O)c1ccc(COc2cc(Cl)ccc2Cl)cc1 | ? | .
CCCn1nc(NS(C)(=O)=O)c2cc3cccc(C)c3nc21 | 8.4% | 4.2
Cc1cccc(N(C(=O)Cc2cccs2)C(C(=O)NC2CCCC2)c2ccncc2)c1 (configuration not stated) | i | 26.1
CCOc1ccccc1OCCCOc1ccc(C)cc1Br | ? | .
CC1(C#CC[N+]2(C)CCCCC2)CCC2C(O1)c1ccccc1OC2(C)C (configuration not stated) | 1.4% | 6.0
O=C1C=C(c2ccccc2)C[C@@H](c2ccc(Cl)cc2)C1 | ? | .
CC1Cc2ccccc2N1C(=O)COC(=O)/C=C/c1cccc(F)c1 (configuration not stated) | 12.6% | -0.5
COc1ccc(OCC(=O)N2CCCC2=O)c([N+](=O)[O-])c1 | i | .

# New compounds follow
molecule | Lipid storage S3 | Lipid storage S3 cell count max
CNC(=S)N(Cc1ccco1)Cc1cc2cc3c(cc2[nH]c1=O)OCCO3 | -0.4% | -2.9
CC(C)N1CCN(C(=O)c2cccc(Cl)c2)CC1 | ? | .
CCCCn1c(N)c(N(CC(C)C)C(=O)c2ccc(OCc3c(C)noc3C)cc2)c(=O)[nH]c1=O | ? | .
CCc1ccc(-n2c(SCC(=O)N3Cc4ccccc4CC3C(=O)O)nnc2-c2ccncc2)cc1 (configuration not stated) | 4.2% | -8.6
CN1C(=O)COc2ccc(C(=O)c3oc4ccccc4c3-c3cnc4c(c3)COc3ccccc3-4)cc21 | 8.7% | 4.9
Cc1ccc(/C(O)=C/c2nc3cc(C)ccc3oc2=O)cc1 | 0.0% | 4.5
Cc1occc1C(=O)Nc1cccc(C(=O)NCc2ccccc2)c1 | ? | .
CC(=O)Nc1ccc(N/C=C2/CCCC2=O)cc1 | -9.8% | 10.9
O=C(CSc1nc(-c2cccs2)cc(C(F)(F)F)n1)Nc1cc(OCC(F)(F)F)cc([N+](=O)[O-])c1 | ? | .
O=C(CCCN1C(=O)c2ccccc2C1=O)NC1CCCCCC1 | ? | .
NNC(=O)C(=O)Nc1ccc(O)cc1 | -8.0% | 2.5
COc1cccc(/C=C/C(=O)N2CC(C)OC(C)C2)c1OC (configuration not stated) | ? | .
COc1cc(/C=C/C(=O)OC(C)C(=O)Nc2c(C)n(C)n(-c3ccccc3)c2=O)ccc1O (configuration not stated) | 24.5% | -1.0
O=C1CCCN1CCCNS(=O)(=O)c1ccc(Br)cc1 | -1.7% | 12.8
CC1=Nc2ccccc2N=C(N)C1c1ccccc1 (configuration not stated) | 1.8% | 9.2
CCc1ccc(NC(=O)C2C3/C=C\CCCCC32)cc1 (configuration not stated) | -1.9% | -15.8
Cn1c(=O)cc(OCC(=O)NCCCN2CCN(c3cccc(Cl)c3)CC2)c2ccccc21 | ? | .
COc1ccc(-c2csc(NC(=S)NC(=O)c3cccs3)n2)cc1OC | ? | .
CC(=O)c1ccc(N2CCN(C(=O)CCC(=O)c3cccs3)CC2)cc1 | ? | .
COc1ccc(CCNS(=O)(=O)c2cc3c4c(c2)C(C)C(=O)N4CCC3)cc1OC (configuration not stated) | ? | .
Cc1ccc(/C=C/C(=O)OC(C)C(=O)Nc2ncc(Cl)cc2Cl)o1 (configuration not stated) | ? | .
O=c1cc(-c2ccncc2)oc2ccccc12 | ? | .
COc1ccc(Sc2nc(-c3ccccc3)ncc2OC)cc1 | ? | .
CCOc1cc(OCC)cc(C(=O)NCc2ccco2)c1 | -0.5% | -2.6
CCN(C1=NS(=O)(=O)c2ccccc21)N(CC)S(=O)(=O)c1ccc(C)cc1 | ? | .
O=C(NCC(O)c1ccccc1)c1ccc(Cl)c(S(=O)(=O)N2CCCCC2)c1 (configuration not stated) | ? | .
O=C(CCS(=O)(=O)Cc1cccc(Cl)c1)NCCc1ccccc1 | 7.0% | 17.7
Cc1ccccc1-n1nc2c(c1NC(=O)c1cccs1)CS(=O)(=O)C2 | i | .
CCOC(=O)c1c(NS(C)(=O)=O)sc2c1CCC(C)C2 (configuration not stated) | 20.9% | 17.8
O=C(NCC(c1ccco1)N1CCN(c2ccccc2)CC1)C(=O)NC1CC1 (configuration not stated) | 14.8%[0.0737 µM] | .
O=C(N/N=C/C(Cl)=C/c1ccccc1)c1ccco1 | -0.3% | -0.4
CCCOC(=O)c1cccc(NC(=O)c2cccnc2)c1 | ? | .
CCC(=O)N1CC(C)C(=O)Nc2ccccc21 (configuration not stated) | 11.6% | 16.1
CCOc1cc(/C=N/N2CCN(Cc3ccccc3)CC2)ccc1O | 17.9% | -14.7
CC(Sc1ccccc1)C(=O)NNC(=O)c1csc(N2CCOCC2)n1 (configuration not stated) | -14.1%[0.0737 µM] | 12.8
CCn1nc(CC(=O)Nc2nnc(CC(=O)N3CCCC3)s2)c2ccccc2c1=O | ? | .
COc1ccc(-n2c(SCC(=O)NCc3cccs3)nnc2-c2ccoc2C)cc1 | i | -1.2
CC(C)c1ccc(NC(=O)C(=O)c2cn(CC(=O)N3CCCCC3)c3ccccc23)cc1 | -1.1% | 0.3
O=C(O)CN1CCc2ccccc2C1 | 11.6% | 0.2
CC(C)(C)CC(C)(C)N1CNC(=S)NC1 | -4.0% | -1.0
O=C(/C=C/c1c(F)cccc1Cl)Nc1ccc(S(=O)(=O)Nc2ncccn2)cc1 | ? | .
Cc1ccc(C(=O)OCC(=O)N2CCCC2)cc1 | ? | .
COc1ccc(CCC(C)NCc2ccc(Cl)c(Cl)c2)cc1 (configuration not stated) | ? | .
COc1ccccc1CNC(=O)CCCn1c(=O)c2ccccc2n(CC(=O)NC2CCCC2)c1=O | 3.8% | -10.0
O=C(CN1CCOCC1)Nc1ccccc1 | i | -5.5
Cc1ccc(S(=O)(=O)Cc2csc(N)n2)cc1 | ? | .
O=C(CCCC(=O)OCC(Cl)=C(Cl)Cl)Nc1ccc(F)cc1 | 14.5% | 21.0
CCN(CC)C(=O)Cn1cnc2sc(C(=O)N3CCN(c4ccc(F)cc4)CC3)c(C)c2c1=O | 4.7% | .
Cc1cc(OC(C)C(=O)N(Cc2ccco2)C2CCS(=O)(=O)C2)cc(C)c1Cl (configuration not stated) | i | 22.5
Cn1cc(C(=O)c2ccc(Cl)cc2Cl)cc1C(=O)O | 8.6% | -23.6

# An excerpt, so the mix of outcomes need not match the whole.
